Bioassay records deposited in PubChem by several laboratories.
BoNT-F LC inh: BoNT/F light chain protease inhibitors, primary screen, biochemical, flow cytometry, MLPCN library. Botulinum neurotoxin type F light chain protease (Clostridium botulinum). Multiplex microsphere protease cleavage assay. inhibition, % at 10 µM. actives 0.22% (n = 360,000). AID 588497, 2011; in the data active means inhibition above about 35%, passing the limit was not always enough; inconclusive means no clear call, values can overlap the other calls; further: plate controls were buffer without enzyme for full effect and enzyme alone for no effect
DUSP3 inh: VHR1 phosphatase inhibitors, primary screen, biochemical, absorbance, uHTS. inhibition, % at 13.3 µM. actives 0.52% (n = 290,000). recombinant VHR phosphatase, pNPP absorbance. Dual specificity protein phosphatase 3 (Homo sapiens), P51452; in the data active means inhibition above about 50%; further: some compounds called inactive have numbers as strong as hits
Target sequence (P51452 whole entry, looked up): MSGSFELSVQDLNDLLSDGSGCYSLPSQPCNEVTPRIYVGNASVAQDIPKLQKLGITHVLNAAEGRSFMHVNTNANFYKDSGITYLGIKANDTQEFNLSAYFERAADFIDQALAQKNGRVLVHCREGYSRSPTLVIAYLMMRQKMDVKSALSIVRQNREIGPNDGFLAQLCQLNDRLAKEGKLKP
SSB-PriA inh: inhibitors of Klebsiella pneumoniae PriA binding to SSB C-terminal tail, primary screen, biochemical, AlphaScreen; inhibition, % at 33 µM; AID 1272365, 2023; PriA–SSB C-terminal tail interaction (Klebsiella pneumoniae); actives 0.6% (n = 430,000); AlphaScreen SSBct-PriA binding, biotinylated peptide; in the data active means inhibition mostly above about 37%, no sharp cut-off; inactive means mostly below about 20%;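 further: plate controls were negative control peptide for no effect and reference peptide for full effect; strong numbers were not always called active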
BoNT-A LC inh2: BoNT/A light chain protease inhibitors, primary screen, biochemical, flow cytometry, MLPCN library | Botulinum neurotoxin type A light chain protease (Clostridium botulinum A str. ATCC 3502) | multiplex microsphere protease substrate cleavage | inhibition, % at 10 µM | actives 0.17% (n = 360,000) | AID 588499, 2011; further: plate controls were buffer without enzyme for full effect and enzyme alone for no effect
SARS 3CLpro inh: SARS-CoV 3CLpro protease inhibitors, primary screen, biochemical, quenched FRET; Replicase polyprotein 1ab (Severe acute respiratory syndrome coronavirus), P0C6X7; recombinant SARS-CoV 3CLpro, quenched FRET peptide cleavage; inhibition, % at 6 µM; actives 0.14% (n = 290,000); AID 1706, 2009; in the data active means inhibition above about 12%
Rv3671c inh: Rv3671c serine protease inhibitors, primary screen, biochemical, fluorescence polarization, M. tuberculosis H37Rv; inhibition, % at 5.96 µM; actives 0.048% (n = 320,000); in the data active means inhibition above about 38%;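 further: extracellular domain of Rv3671c used as enzyme; 0% = enzyme with DMSO and 100% = no enzyme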
Target sequence (P9WHR9 whole entry, looked up, the tested form may be a part): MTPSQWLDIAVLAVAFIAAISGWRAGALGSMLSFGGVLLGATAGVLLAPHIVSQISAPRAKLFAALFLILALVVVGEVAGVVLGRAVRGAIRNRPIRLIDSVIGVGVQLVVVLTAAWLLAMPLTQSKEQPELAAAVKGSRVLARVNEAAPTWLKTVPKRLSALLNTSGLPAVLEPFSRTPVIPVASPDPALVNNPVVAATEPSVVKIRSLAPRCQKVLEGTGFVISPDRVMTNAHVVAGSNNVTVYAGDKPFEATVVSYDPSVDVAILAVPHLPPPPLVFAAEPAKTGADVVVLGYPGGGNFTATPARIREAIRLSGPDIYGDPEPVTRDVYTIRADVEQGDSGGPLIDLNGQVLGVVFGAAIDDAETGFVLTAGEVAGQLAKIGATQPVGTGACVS
MazF activator: activators of E. coli MazEF toxin-antitoxin RNase, primary screen, biochemical, fluorescence, uHTS. FAM/BHQ RNA-DNA oligo cleavage fluorescence, 5 h. Endoribonuclease toxin MazF (Escherichia coli (strain K12)), P0AE70. actives 0.32% (n = 350,000). activation, % at 20 µM; in the data active means activation above about 50%
Target sequence (P0AE70 whole entry, looked up): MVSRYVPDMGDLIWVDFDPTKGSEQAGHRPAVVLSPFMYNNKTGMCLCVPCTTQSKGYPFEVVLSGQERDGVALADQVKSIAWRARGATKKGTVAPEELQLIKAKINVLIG
Anthrax LF inh2: Bacillus anthracis LF protease inhibitors, primary screen, biochemical, multiplex microsphere, MLPCN library. inhibition, % at 10 µM. multiplex microsphere protease cleavage assay. AID 588501, 2011. Lethal factor (Bacillus anthracis), P15917. actives 0.12% (n = 360,000); further: plate controls were buffer without enzyme for full effect and enzyme alone for no effect
PrPC surface inh: inhibitors of human cell surface prion protein PrPC, primary screen, cell-based, TR-FRET; TR-FRET read-out; inhibition, % at 13.8 µM; actives 0.43% (n = 370,000); AID 720596, 2013; in the data active means inhibition above about 24%; further: 0% = median of the test wells and 100% = reference compound wells
CCHFV vOTU inh: CCHFV vOTU protease inhibitors, primary screen, biochemical, Pep-AMC substrate, fluorescence. inhibition, % at 11.5 µM. actives 0.55% (n = 370,000). Crimean-Congo hemorrhagic fever virus L polyprotein viral ovarian tumor (vOTU) protease …. AID 651958, 2012; in the data active means inhibition above about 30%; further: 0% = vehicle wells with enzyme and 100% = no enzyme wells
An asterisk follows results filed as active; ? = inconclusive; / = no result given. Unless noted, no stated cut-off is given here; in the data, active means inhibition above about 30%; inconclusive means no clear call, values can overlap the other calls; inactive means below that. Not all compounds are listed; the hit share may differ from the screen's.

#	SMILES	BoNT-F LC inh	DUSP3 inh	SSB-PriA inh	BoNT-A LC inh2	SARS 3CLpro inh
1	COc1ccc(NC(=O)Nc2nc(C(N)Cc3ccc(C(F)(F)F)cc3)cs2)cc1 (centres undefined)	-24	/	/	-0.1	/
2	COc1cc(CCC(=O)OCC(N)=O)cc(OC)c1OC	-2	37	-2	-0.1	3
3	O=C(CN1CCN(c2ccccc2)CC1)Nc1cccc(C(F)(F)F)c1	-3	27	1	-1.1	-11
4	COc1ccc(-c2ccc3nccn3c2)cc1	-8	/	/	-0.5	/
5	CC1(C)C(=O)N(c2ccccc2F)C(=O)c2ccccc21	4	29	-9	2.0	-1
6	CCc1ccc(C#CC2=CC(=O)CC(C)(C)C2)cc1	-6	/	/	0.5	/
7	CCCCN1C(=O)NC(c2cccc([N+](=O)[O-])c2)C(C(=O)OCC)=C1C (centres undefined)	1	/	16	0.4	/
8	Oc1csc(Cc2nc(-c3ccc(Br)cc3)cs2)n1	2	0	-15	-0.5	2
9	Cc1nc(NC(=O)CSc2ccc(-c3nc4ccccc4[nH]3)cn2)sc1C	-5	30	2	0.3	-1
10	CN(C)C(CNC(=O)c1ccc([N+](=O)[O-])cc1Cl)c1ccco1 (centres undefined)	-11	7	0	0.8	5
11	O=C(COc1ccc(F)cc1)NNC(=O)Cn1ccc(C(F)(F)F)n1	-5	/	-32	1.4	/
12	COc1ccc(N2CCN(C3CCCN(C(=O)c4cccc(C)n4)C3)CC2)cc1 (centres undefined)	19	19	4	2.0	-2
13	COC(=O)C1C(=O)c2c([nH]c(C(=O)OCCOC(C)C)c2C)CC1C (centres undefined)	/	-12	-14	/	-3
14	O=C(O)c1cccc(Nc2nc(N3CCOCC3)nc(N3CCOCC3)n2)c1	-9	6	-14	-6.0	3
15	CS(=O)(=O)c1ccc2nc(NC(=O)Nc3cccc(Cl)c3)sc2c1	-1	37	6	-0.2	4

#	Rv3671c inh	MazF activator	Anthrax LF inh2	PrPC surface inh	CCHFV vOTU inh
1	/	/	-3	-2	15
2	-1	5	-2	3	-7
3	0	-8	-1	6	2
4	/	/	-4	-8	-2
5	2	4	10	-13	2
6	/	4	-10	-1	7
7	-2	-1	-4	5	9
8	3	-7	-2	0	-3
9	-11	-12	1	-1	-12
10	5	8	-3	-31	-7
11	-7	-15	9	2	-10
12	-2	-11	1	-4	-9
13	2	4	/	-1	10
14	-4	-1	0	-4	7
15	-86	-54	-5	4	1

(next part)
#	SMILES	BoNT-F LC inh	DUSP3 inh	SSB-PriA inh	BoNT-A LC inh2	SARS 3CLpro inh
16	COc1ccc(C[C@@H]2OC3(C=CC(=O)C=C3)O[C@H]2Cc2ccc(OC)cc2)cc1	-11	/	-4	0.3	/
17	CC1CCC(NC(=O)COC(=O)c2ccc3ncsc3c2)CC1 (centres undefined)	-7	/	1	0.3	/
18	CCn1c(SCC(=O)c2cc(C)n(CC3CCCO3)c2C)nc2ccccc21 (centres undefined)	-10	6	-5	1.0	-5
19	NC(=O)CSc1nnc(COc2ccc3ccccc3c2)o1	?	21	-2	-3.2	3
20	OC(CCNCCc1c[nH]c2ccccc12)C(F)(F)Cl (centres undefined)	-2	6	-15	-0.6	0
21	Cc1noc(C)c1COc1ccccc1C(=O)N1CCN(S(=O)(=O)c2ccccc2C#N)CC1	3	/	3	-0.8	/
22	Cc1ccc(-n2[nH]c(C)c(C=Nc3ccc(C)cn3)c2=O)cc1	3	-13	-2	0.0	2
23	CN1CCN(c2ccc(NC(=O)c3ccc(Oc4ccccc4)cc3)cc2)CC1	-100	6	12	2.3	-5
24	Cn1cnnc1SCC(=O)n1c2ccccc2c2ccccc21	-5	44	1	0.0	1
25	CC1(CCc2ccccc2)NC(=O)N(CC(=O)N2CC(=O)Nc3ccccc32)C1=O (centres undefined)	5	-4	-13	1.8	7
26	O=C(COc1ncnc2ccccc12)c1ccc2c(c1)OCCO2	7	12	-2	-0.3	0
27	Cc1c(CC(C)C)nc(N)c(C#N)c1-c1ccccc1	2	32	-8	-0.3	0
28	Cn1cccc1C(=O)OCc1ccc(F)cc1	0	2	3	1.2	1
29	O=C(COC(=O)CNC(=O)c1ccc(Cl)c([N+](=O)[O-])c1)NCC1CCCO1 (centres undefined)	-8	/	-2	-0.6	/
30	COCn1c(C(O)c2ccccc2)cc2ccccc21 (centres undefined)	-15	11	-27	-3.4	3

#	Rv3671c inh	MazF activator	Anthrax LF inh2	PrPC surface inh	CCHFV vOTU inh
16	/	-5	-6	/	/
17	1	1	-8	6	3
18	-4	3	-4	1	16
19	/	-3	-7	3	-2
20	-1	4	-1	2	1
21	/	4	-4	5	2
22	-10	-10	-4	13	-7
23	-5	23	-17	-7	6
24	5	2	-1	0	22
25	-9	-6	-2	-7	-8
26	-11	0	4	-2	-1
27	3	-2	-5	3	7
28	0	4	-8	0	9
29	5	5	-1	-8	-5
30	/	4	-4	7	-2

An excerpt from above with just BoNT-A LC inh2 and Anthrax LF inh2.
item	SMILES	BoNT-A LC inh2	Anthrax LF inh2
17	CC1CCC(NC(=O)COC(=O)c2ccc3ncsc3c2)CC1 (centres undefined)	0.3	-8
27	Cc1c(CC(C)C)nc(N)c(C#N)c1-c1ccccc1	-0.3	-5
30	COCn1c(C(O)c2ccccc2)cc2ccccc21 (centres undefined)	-3.4	-4
20	OC(CCNCCc1c[nH]c2ccccc12)C(F)(F)Cl (centres undefined)	-0.6	-1

An excerpt of these results, in markdown.
| nr | SMILES | BoNT-F LC inh | DUSP3 inh | SSB-PriA inh | BoNT-A LC inh2 | SARS 3CLpro inh | Rv3671c inh | MazF activator | Anthrax LF inh2 | PrPC surface inh | CCHFV vOTU inh |
| --- | --- | --- | --- | --- | --- | --- | --- | --- | --- | --- | --- |
| 16 | COc1ccc(C[C@@H]2OC3(C=CC(=O)C=C3)O[C@H]2Cc2ccc(OC)cc2)cc1 | -11 | / | -4 | 0.3 | / | / | -5 | -6 | / | / |
| 28 | Cn1cccc1C(=O)OCc1ccc(F)cc1 | 0 | 2 | 3 | 1.2 | 1 | 0 | 4 | -8 | 0 | 9 |
| 17 | CC1CCC(NC(=O)COC(=O)c2ccc3ncsc3c2)CC1 (centres undefined) | -7 | / | 1 | 0.3 | / | 1 | 1 | -8 | 6 | 3 |

(next part)
#	SMILES	BoNT-F LC inh	DUSP3 inh	SSB-PriA inh	BoNT-A LC inh2	SARS 3CLpro inh
31	CCN1CCN(c2ccc(NC(=O)c3ccc(Br)o3)cc2)CC1	-4	8	-1	0.7	2
32	COc1ccc(CN(C)C(=O)COC(=O)c2ccc(-c3ccccc3)cc2)c(OC)c1OC	-2	/	-4	-3.1	/
33	COc1cccc2c1C(=O)CC1C2CCC2CC(=O)CCC21C (centres undefined)	-6	/	1	-0.4	/
34	O=C(NCCOc1ccccc1)c1cccc(S(=O)(=O)NCc2ccccc2)c1	10	/	-9	1.5	/
35	O=C(c1ccc(Cl)cc1)C1CCN(C(=O)NC2CCCCC2)CC1	2	24	-6	0.7	-4
36	CC(C)(C)NC(=O)COC(=O)c1ccc(S(=O)(=O)N2CCCCCC2)cc1	2	25	-2	0.9	-1
37	CN(Cc1nc2ccccc2n1C)S(C)(=O)=O	-14	-22	-2	-3.5	-3
38	CN(C)C(=S)NC(=O)C(c1ccccc1)c1ccccc1	7	6	-7	-0.3	3
39	CCc1nn(CCCC(=O)N2CCC(C)CC2)c(=O)c2cc3occc3n12	-1	-2	8	-0.9	0
40	c1csc(C2Nc3cccc4cccc(c34)N2)c1	-18	17	0	-1.0	4
41	O=S(=O)(Nc1ccc(NS(=O)(=O)c2ccccc2)c2ccccc12)c1ccccc1	-6	/	/	-0.7	/
42	CNC(=O)CCn1nc(-c2ccc(C)cc2)c2ccccc2c1=O	11	7	-4	-0.9	3
43	COc1ccc([N+](=O)[O-])cc1NC(=O)c1cccnc1	-16	17	-2	-1.1	-3
44	Cc1ccccc1NS(=O)(=O)c1ccc(N2CCCC2=O)cc1	-10	19	-9	-3.4	3
45	C/C(=N/NS(=O)(=O)c1ccc(C(C)C)cc1)c1ccncc1	8	14	/	-0.5	2

#	Rv3671c inh	MazF activator	Anthrax LF inh2	PrPC surface inh	CCHFV vOTU inh
31	/	-5	-1	1	-10
32	/	2	-2	-4	16
33	-11	9	-8	-6	-4
34	-7	3	-3	7	7
35	-7	-6	-1	7	14
36	5	-2	2	-3	12
37	6	0	-10	-4	-7
38	-6	-14	2	7	7
39	6	8	0	4	-6
40	5	18	-8	-5	18
41	/	5	2	8	24
42	-7	6	3	/	/
43	5	12	13	-6	9
44	-1	6	-13	7	-4
45	/	0	-1	1	9

(more compounds)
#	SMILES	BoNT-F LC inh	DUSP3 inh	SSB-PriA inh	BoNT-A LC inh2	SARS 3CLpro inh
46	CCOc1ccc(NC(=O)CC(NCc2ccccn2)C(=O)O)cc1 (centres undefined)	-16	16	96*	-2.9	2
47	COc1ccc(CCNC(=O)CCc2ccc(S(=O)(=O)NC(C)C)cc2)cc1	-1	-2	8	0.7	0
48	COc1cc2nc(CN3CCN(S(=O)(=O)c4c(F)cccc4F)CC3)[nH]c(=O)c2cc1OC	-4	/	-7	1.2	/
49	CCCCOc1cccc(C(=O)Nc2ccc(N3CCN(CC)CC3)cc2)c1	-15	13	4	1.7	1
50	CC(Sc1nnc(-c2cccnc2)n1N)C(=O)NCCC1=CCCCC1 (centres undefined)	11	/	0	0.8	/
51	COc1c(F)c(F)c(C(=O)O)c(Nc2ccc(C)cc2)c1F	-5	33	2	-4.9	6
52	CC1=CC(=C2C=CC(=O)C=C2)C=C(C)N1C	/	71	/	/	1
53	O=C(O/N=C1/CCSc2ccccc21)c1ccc(F)cc1	-6	26	/	?	6
54	O=C(Cn1cc(S(=O)(=O)N2CCCC2)c(S(=O)(=O)N2CCCC2)c1)NCc1ccco1	1	-9	-1	1.4	5
55	Cc1ccc(S(=O)(=O)N2CCN(C(=S)NCc3ccc4c(c3)OCO4)CC2)cc1	-9	23	-19	-0.8	1
56	COc1ccc(C)c(Cn2c(-c3nonc3N)nc3ccccc32)c1	0	0	-6	-0.2	1
57	O=C(NCCCn1ccnc1)c1cn(Cc2ccc(F)cc2)nn1	7	21	-13	0.2	1
58	CS(=O)(=O)c1cccc(C(=O)Nc2nnc(C3=COCCO3)o2)c1	/	/	-10	/	/
59	O=C(C1=C[C@H](c2ccccc2)C[C@H](OCCCCO)O1)N1CCN(Cc2ccccc2)CC1	2	39	2	-0.2	2

#	Rv3671c inh	MazF activator	Anthrax LF inh2	PrPC surface inh	CCHFV vOTU inh
46	-7	6	-3	2	1
47	-11	-2	5	3	1
48	-8	-1	1	2	5
49	3	-2	-6	-8	20
50	/	-3	5	1	16
51	2	1	-1	-3	3
52	/	/	/	-20	17
53	-4	-6	-3	/	/
54	-2	7	-1	-8	2
55	-1	-5	0	-6	-2
56	1	-15	1	3	10
57	-2	6	4	-9	7
58	-5	-2	/	-1	-13
59	3	6	-1	1	7
